FLuc stim CS = FLuc activators, initial screening, artefact control for FLuc-dependent activation tests, biochemical, ATPlite luminescence | ATPlite luciferase biochemical, 10 min; 0 = ATP-free wells, 1 = DMSO control | activation factor at 10 µM | 200,000 tested, under 10 active;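 active = luciferase activation factor, scaled between plate controls, of at least 2 with compound at 10 µM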
Target sequence (P08659 whole entry, looked up): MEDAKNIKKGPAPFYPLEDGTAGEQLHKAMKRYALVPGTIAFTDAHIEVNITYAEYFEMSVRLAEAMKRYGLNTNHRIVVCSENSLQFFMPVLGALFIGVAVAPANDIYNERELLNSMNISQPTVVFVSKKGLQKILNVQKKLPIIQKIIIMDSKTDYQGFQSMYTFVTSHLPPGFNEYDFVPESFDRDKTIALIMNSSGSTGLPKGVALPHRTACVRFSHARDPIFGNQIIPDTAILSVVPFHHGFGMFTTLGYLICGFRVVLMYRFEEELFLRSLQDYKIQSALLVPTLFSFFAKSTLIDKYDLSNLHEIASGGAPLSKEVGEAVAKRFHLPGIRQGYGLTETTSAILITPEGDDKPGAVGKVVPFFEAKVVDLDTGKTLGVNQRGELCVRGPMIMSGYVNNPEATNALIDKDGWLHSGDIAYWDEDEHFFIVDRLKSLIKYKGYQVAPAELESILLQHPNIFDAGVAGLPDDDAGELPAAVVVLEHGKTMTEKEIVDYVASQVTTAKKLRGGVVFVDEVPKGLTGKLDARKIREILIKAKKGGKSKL
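Material: Luciferase/luciferin reagent mix | Doses: Test compounds dosed from 2 mM stocks in 100% DMSO | Timing: 10 min incubation after luciferase reagent addition, room temperature | Measured by: Luminescence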
bIAP act = bovine intestinal alkaline phosphatase activators, primary screen, biochemical, bovine IAP, CDP-star luminescence; actives 0.17% (n = 200,000); alkaline phosphatase, intestinal [Bos taurus]; purified bovine IAP, 30 min; active compounds read high; fold of DMSO-control signal, blank-subtracted; activation factor at 20 µM; AID 1016, 2008;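 active = activation factor of 2 or more at 20 µM, a signal rise over negative controls twice the positive control's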
TNAP inh noacc = human TNAP enzyme inhibitors, primary screen, biochemical, luminescent, no phosphate acceptor, uHTS; AID 1012, 2008; actives 0.26% (n = 200,000); inhibition, % at 20 µM; Alkaline phosphatase, tissue-nonspecific isozyme (Homo sapiens), P05186; purified TNAP, CDP-star luminescence, 30 min;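 active = tissue-nonspecific alkaline phosphatase inhibition above about 50% at 20 µM in the single-dose screen, limit read from the data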;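 also: 0% = DMSO negative control and 100% = EDTA positive control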
Target sequence (P05186 whole entry, looked up): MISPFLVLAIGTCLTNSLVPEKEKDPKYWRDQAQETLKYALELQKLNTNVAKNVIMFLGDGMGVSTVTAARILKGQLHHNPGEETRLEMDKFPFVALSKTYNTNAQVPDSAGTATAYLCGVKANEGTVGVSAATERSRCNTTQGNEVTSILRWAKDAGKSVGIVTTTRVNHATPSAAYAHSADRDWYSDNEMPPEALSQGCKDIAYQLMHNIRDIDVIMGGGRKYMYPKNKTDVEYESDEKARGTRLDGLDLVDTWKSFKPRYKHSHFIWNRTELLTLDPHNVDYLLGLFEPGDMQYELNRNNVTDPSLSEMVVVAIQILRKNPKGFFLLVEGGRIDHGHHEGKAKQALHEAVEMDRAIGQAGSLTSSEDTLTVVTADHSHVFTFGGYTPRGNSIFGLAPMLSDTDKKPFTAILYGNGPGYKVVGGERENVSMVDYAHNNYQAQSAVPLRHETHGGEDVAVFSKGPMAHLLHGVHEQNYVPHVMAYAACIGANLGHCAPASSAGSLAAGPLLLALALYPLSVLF
APP 5UTR inh = inhibitors of APP translation via 5'UTR reporter, primary screen, APP 5'UTR luciferase, SH-SY5Y cells. SH-SY5Y APP 5'UTR-luciferase reporter, luminescence. inhibition, % at 2 µM. actives 0.82% (n = 190,000). AID 1285, 2008;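 active = inhibition above a set limit, derived from the sample mean plus 3 SD, cut at about 45% in these data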; also: values of inactives mirror those of a sister screen read the other way
TNAP inh hi DEA = human TNAP enzyme inhibitors, primary screen, biochemical, luminescent, high phosphate acceptor level, uHTS | purified TNAP, CDP-star luminescence, 1 M DEA | actives 0.03% (n = 200,000) | Alkaline phosphatase, tissue-nonspecific isozyme (Homo sapiens), P05186 | inhibition, % at 20 µM;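 active = over 50% inhibition of tissue-nonspecific alkaline phosphatase at 20 µM in the single-dose screen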;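 also: plate controls were DMSO wells for no effect and EDTA-quenched wells as full inhibition for full effect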
Lmaj promast = Leishmania major promastigote growth inhibition, primary screen | Leishmania major promastigotes, resazurin fluorescence viability | inhibition, % at 10 µM | actives 9% (n = 200,000) | AID 1063, 2008; in the data active = inhibition above about 50%;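 also: promastigotes grown with compound for 44 hours at 28 °C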
RAM network inh = inhibitors of the yeast RAM network, primary screen, dse1pr::URA3 reporter, 5-FOA selection. S. cerevisiae dse1pr::URA3 reporter, 5-FOA growth OD615, 2 d; analog-sensitive cbk1-as2 kinase mutant strain. inhibition, % at 50 µM. actives 1.8% (n = 190,000). AID 868, 2007;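 active = inhibition above a set limit, 3 SD over mean compound inhibition, cut at about 8.4% in these data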;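 also: 0% = DMSO-only wells with no growth and 100% = 10 µM 1-NA-PP1 full growth; inhibition rescues growth on 5-FOA so higher OD means more RAM inhibition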
bIAP inhibitor = bovine intestinal alkaline phosphatase inhibitors, primary screen, selectivity assay for TNAP inhibitor project, biochemical, bovine IAP, CDP-star luminescence; alkaline phosphatase, intestinal [Bos taurus]; 190,000 tested, under 10 active; purified bovine IAP, 30 min; inhibition, % at 20 µM;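 active = over 50% inhibition of intestinal alkaline phosphatase at 20 µM in the single-dose screen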
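Incubation: 30 min reaction at room temperature / Material: purified bovine intestinal alkaline phosphatase (IAP) enzyme / Input: enzyme at 1/65,000,000 dilution / Dosing: 20 µM single dose / Signal: CDP-star luminescence signal / Reagent: CDP-star chemiluminescent phosphatase substrate, 30 µM final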
TNAP act hi DEA = TNAP activators at high phosphate acceptor level, primary screen, biochemical, luminescence, uHTS. purified TNAP, CDP-star luminescence, 1 M DEA, 30 min; active compounds read high; 0 = EDTA background, 1 = DMSO-only activity. activation factor at 20 µM. 200,000 tested, under 10 active. AID 1136, 2008;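 active = activation factor at least 2 at 20 µM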
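system = human TNAP | amount = enzyme diluted 1/800 final | reagent = 100 µM CDP-star substrate | signal = luminescent substrate turnover signal | dosing = one dose, 20 µM | benchmarks = EDTA negative control, DMSO positive control | measure = activation factor | timing = 30 min reaction, room temperature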
FLuc inhib CS = firefly luciferase enzyme inhibitors, primary screen, artefact control for luciferase-based inhibitor screens, biochemical, luminescence, ATPLite; actives 1.5% (n = 200,000); inhibition, % at 10 µM; Luciferin 4-monooxygenase (Photinus pyralis), P08659; 10 min;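 active = inhibition above about 50% when tested at 10 µM, limit read from the data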
The depositor's hits bear a star; . = no result given.

SMILES	TNAP inh noacc	bIAP act	TNAP act hi DEA	APP 5UTR inh	FLuc stim CS	TNAP inh hi DEA	RAM network inh	bIAP inhibitor	Lmaj promast	FLuc inhib CS
Cc1cc(C)cc(OCC(=O)N2N=C(C(F)(F)F)CC2(O)C(C)(C)C)c1 (stereo not given)	-6	1	1	-4	1	1	1.4	4	11	-4
COc1ccc(C(=O)NCCSc2ccccc2)cc1OC	-8	1.1	1.1	-46	1	-5	2.5	-5	8	-5
O=C(CN1CCCCCC1)N1c2ccccc2Sc2ccccc21	-4	1	1	0	1.1	-4	4.4	-2	22	-9
COC(=O)c1oc2ccc(Cl)cc2c1NC(C)=O	-6	1	1.1	24	1.1	-6	0.1	4	-2	-8
CCOC(=O)CNS(=O)(=O)c1c(C)noc1C	-8	0.9	1	-8	1	-4	1.8	9	-6	1
CN1C(=O)CC(N2CCC(C(N)=O)(N3CCCCC3)CC2)C1=O (stereo not given)	-14	1	1.1	-7	1	-5	1.0	0	-2	-5
CCCCCn1c(=O)[nH]c2cc(C(=O)O)ccc2c1=O	-4	1.1	1	-16	1	-3	4.0	-10	-8	-1
CC(O)C1C(=O)OC2(C)CC(C)(C)NC(=S)N12 (stereo not given)	-6	0.9	1	-9	1.1	0	0.4	7	-4	-6
Clc1ccc2scc(CN3CCCCC3)c2c1	-6	1	1	-1	1	-1	2.6	-2	8	-4
N#C/C(=C\c1ccc[nH]1)C(=O)NC1CC1	-12	0.8	1	.	1.1	-3	0.4	15	-3	-5
Cc1ccc(S(=O)(=O)N2CCN(C(=O)CCC(=O)NC3CCCc4ccccc43)CC2)cc1 (stereo not given)	-15	1	1.1	-13	1.1	-8	0.9	-2	-3	-6
CCOC(=O)C1CCCN(c2cc(=O)n(Cc3ccc(F)cc3)c(=O)[nH]2)C1 (stereo not given)	-9	1	1	3	1	-4	-0.6	-4	0	-4
c1ccc(-n2cnnc2SCc2nc3ccccc3s2)cc1	-6	1	1	-57	1	0	1.3	2	-4	5
CCN(C(=O)CN1C=NS(=O)(=O)c2ccccc21)c1ccccc1	-11	1	1	-2	1	4	0.6	4	-4	-4
COc1cc(CN(C2CCCCC2C)S(=O)(=O)c2ccc(S(=O)(=O)NC3CC3)cc2)cc(OC)c1OC (stereo not given)	20	1	1	-15	1.1	-1	4.8	-5	28	-10
CCn1c(=O)c(=O)[nH]c2cc(C(=O)NC3CCCC3)ccc21	-12	1	1	3	1.1	-4	3.8	1	-3	-6
O=C(COc1ccc(Cl)cc1Cl)Nc1c(-c2cccs2)nc2ccccn12	-16	0.7	1.1	16	1	-6	1.5	26	-3	-3
CCN(CC)C(=S)NC(=O)c1cc(OC)c(OC)c(OC)c1	-3	1	1	2	1	4	0.0	0	-4	2
O=S(=O)(Cc1ccccc1)NCc1cccnc1	-15	0.9	1.1	-2	1.1	-7	-0.4	15	-6	-6
COCCNc1nc(SCC(=O)N2CCN(c3ccccc3OC)CC2)nc2ccccc12	-8	1.1	1	-4	1.1	-4	0.3	-6	31	-6
COc1ccccc1-c1cc(C(=O)NC(C)c2ccccc2)no1 (stereo not given)	-9	1	1	2	1.1	-2	8.0	4	-2	-7
CCC1SC2=NC(C)=C(C(=O)OCCOC)C(c3ccc(C(=O)OC)cc3)N2C1=O (stereo not given)	-3	1.1	1	0	1	-4	0.9	-8	-3	-4
CC(C)(C)NC(=O)Nc1ccc2nccnc2c1	1	1	0.9	-43	0.7	7	1.9	1	5	28
O=S(=O)(c1ccccc1F)N1CCN(Cc2nc3ccccc3[nH]2)CC1	-5	1.1	1	-25	1.1	-3	0.3	-14	8	-5
COc1ccc(S(=O)(=O)NCCCN2CCOCC2)c2ccccc12	-1	0.9	1	-19	1	-2	2.1	7	92*	-3
COc1ccc(S(=O)(=O)NCCC(=O)NCc2ccccc2)cc1	-8	0.9	1	6	1	-4	-0.6	9	-3	-3
CC1(C)C2CC=C(/C=N/NC(=O)C3CC3)C1C2 (stereo not given)	-17	1	1	-4	1	-2	0.3	0	99*	0
Cc1ccc(SCC(=O)Nc2ccccc2C(=O)N2CCOCC2)cc1	-10	1	1	20	0.9	-1	0.2	-1	1	12
Cc1ccccc1C(=O)NC(=S)Nc1ccc(S(=O)(=O)N2CCOCC2)cc1	-8	0.9	1	-12	1	0	1.2	14	-1	-2
Cn1c(C(C(=O)NCC2CCCO2)N(C(=O)Cn2nnc3ccccc32)C2CCCCC2)nc2ccccc21 (stereo not given)	4	1.1	1	-2	1	0	2.6	-11	-7	-4

Entries of single compounds, looked up by structure:
O=S(=O)(Cc1ccccc1)NCc1cccnc1 across the screens: TNAP inh noacc = -15; bIAP act = 0.9; TNAP act hi DEA = 1.1; APP 5UTR inh = -2; FLuc stim CS = 1.1; TNAP inh hi DEA = -7; RAM network inh = -0.4; bIAP inhibitor = 15; Lmaj promast = -6; FLuc inhib CS = -6
COC(=O)c1oc2ccc(Cl)cc2c1NC(C)=O across the screens: TNAP inh noacc = -6; bIAP act = 1; TNAP act hi DEA = 1.1; APP 5UTR inh = 24; FLuc stim CS = 1.1; TNAP inh hi DEA = -6; RAM network inh = 0.1; bIAP inhibitor = 4; Lmaj promast = -2; FLuc inhib CS = -8

(listing goes on)
SMILES	TNAP inh noacc	bIAP act	TNAP act hi DEA	APP 5UTR inh	FLuc stim CS	TNAP inh hi DEA	RAM network inh	bIAP inhibitor	Lmaj promast	FLuc inhib CS
COc1ccc(/C=C/C(=O)c2ccc3c4c(cccc24)CC3)cc1OC	-4	1.2	1	-14	0.9	-2	7.8	-19	60*	7
CN(C(=S)NC(=O)C1(C)CC1(Cl)Cl)c1ccccc1 (stereo not given)	-7	0.9	1	-22	1	0	1.1	9	-4	-1
Cc1ccc(CCNC(=O)CS(=O)Cc2nc(-c3cccc(C)c3)oc2C)cc1 (stereo not given)	0	1	1.1	.	1.1	-7	6.7	-3	-1	-7
Cc1ccc(NS(=O)(=O)c2ccc(C)c(C(=O)N3CCN(C)CC3)c2)cc1	-15	1	1.1	-9	1	-5	1.2	-1	-9	-3
CCOC(=O)C(/C=C(\C#N)C(=O)OCC)=C(/N)N1CCN(c2ccc(Cl)cc2)CC1	2	1	1	6	1	3	2.2	-2	-4	-3
CCCN(CCC)c1nc(C#N)nc(N(CCC)CCC)n1	0	0.8	1	-10	1	5	-0.6	17	7	-1
CC(C)NC(=O)c1onc(CSc2ccc(Cl)cc2)c1C(=O)O	-9	1	1	-8	1	-2	-1.2	-5	-10	-4
O=C(COC(=O)C1CC2C=CC1C2)NCc1ccccc1Cl (stereo not given)	-11	1	1.1	5	1.1	-7	0.1	0	0	-6
COc1ccccc1NC(=O)NCCN1C(=O)C2C3C=CC(C3)C2C1=O (stereo not given)	-17	1	1.1	2	1.1	-5	0.3	1	-4	-6
CCCCc1ccc(-c2csc(/C(C#N)=C/c3ccco3)n2)cc1	-7	0.9	1	1	1	4	8.1	10	39	-4
Cc1ccc(-n2nnnc2SCC(=O)N(CC(C)C)c2c(N)n(CC(C)C)c(=O)[nH]c2=O)cc1	-11	1.2	1	-7	1.1	0	1.1	-16	5	-5
CN(C)S(=O)(=O)NCc1ccc2c(c1)OCO2	-8	0.9	1	-1	1	0	-0.7	6	-6	-3
CCOc1cc(NC(=S)Nc2ccc(Cl)cc2)c(OCC)cc1NC(C)=O	-3	0.9	1	0	1.1	-2	2.7	8	-2	-7
CC[n+]1ccc(C)c2cc(P(=O)(c3ccccc3)c3ccccc3)ccc21	-9	0.9	1	9	1.1	-4	2.1	8	-5	-5
Cc1ccc(CNc2oc(-c3cccs3)nc2C#N)cc1	-7	0.8	1	-2	1	-3	-0.7	25	-5	1
Cc1cc(NCc2ccco2)n2ncnc2n1	-21	1.2	1	-8	1.1	-1	-0.1	-17	46	-7
CCN(CC)CCc1c(C)[nH]c(C(=O)OCc2ccccc2)c1C	-9	1	1	11	1.1	-2	1.7	-4	100*	-7
C/C(=N\O)C(C)Oc1ccc(Cl)cc1 (stereo not given)	-12	1.1	1.1	22	1.1	-6	1.1	-6	-5	-6
CCOC(=O)c1sc(-n2[nH]c(C)cc2=O)nc1C	7	1	1	-9	0.6	2	1.7	-4	-3	37
CCCCNC(=O)n1c(SC)nc2ccccc21	-2	0.9	1	8	1.1	-2	1.6	8	-2	-6
C/C(=N\NC(=O)c1cccc(Cl)c1)c1cccc(NC(=O)C(C)C)c1	6	1	1	-29	1.1	-1	0.4	1	5	-6
Cc1ccc(C2=NC(C)(C)N=C2SCC(=O)Nc2ccc(Cl)cc2)cc1	-8	1	1	-8	1	2	-1.3	2	14	-3
CCC(=O)Nc1cccc(NC(=O)c2ccc3c(c2)OCO3)c1	-15	0.9	1	-34	0.9	-4	4.5	14	-2	13
Cc1cc(/C=C(\C#N)C(=O)NC2CCCCCC2)c(C)[nH]1	-6	1.2	1	-35	1	-1	3.7	-16	4	3
O=C(CNC(=O)c1cccs1)c1ccc(F)cc1	-11	1	1	-158	0.5	-2	-0.5	4	-6	52*
COc1ccc(/C=N/NS(=O)(=O)c2ccccc2)cc1OS(=O)(=O)c1ccc(C)cc1	0	1	1	-8	1	4	1.7	0	4	1
COc1ccc(CNn2c(-c3ccccc3F)nc3ccccc3c2=O)cc1OC	-12	0.9	1.1	-3	1.1	-6	0.2	12	14	-8
O=C(O)C1=C[C@@H](c2ccc3c(c2)OCO3)C[C@@H](OCCCCO)O1	1	1.2	1.1	-7	1	-5	-0.1	-21	-4	0
NC(=O)C1C(c2ccccc2)=C1c1ccccc1	-15	0.9	1.1	-13	1	-8	0.8	6	-1	-4
COc1ccc(N(C(=O)c2cnsn2)C(C(=O)NC2CCCCC2)c2ccncc2)cc1 (stereo not given)	-17	0.6	1	-9	1.1	4	-1.7	41	58*	-6
O=C(Cn1cnc2c(oc3ccccc32)c1=O)N1CCN(c2ccccc2)CC1	-3	0.9	1	-11	1.1	-3	5.2	13	-5	-7
O=C(Nc1ncn[nH]1)c1ccc([N+](=O)[O-])cc1[N+](=O)[O-]	-95	1.1	1	-1	1.1	-2	-1.2	-6	-6	-5
Cc1ccc(C)c(NC2=C(Cl)C(=O)OC2OC(C)C)c1 (stereo not given)	-12	1	1	-16	1	-4	1.5	-4	9	-4

Screening results: PubChem, several laboratories
